# GRK2 inh: blocks RNA aptamer binding to human GRK2; P25098; bead flow cytometry, FAM-aptamer displacement from GRK2; inhibition of aptamer binding, % at 10 µM; actives 0.59% (n = 330,000);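 active = inhibition of aptamer binding above 40%, roughly 3 SD of noise, on plates passing a quality check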;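 note: median bead fluorescence of bound FAM aptamer so fluorescent compounds give negative values; no value below 0 was filed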
# MCL1 BIM primary: MCL1-BIM-BH3 interaction inhibition (human); Q07820; GST-MCL1 / FITC-Bim-BH3 fluorescence polarization; inhibition, % at 10.9 µM; actives 0.68% (n = 320,000); AID 2057;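 active = inhibition above the mean inhibition of all tested compounds plus 3 SD, set per campaign, cut at about 40% in these data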;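 note: 0% = DMSO wells and 100% = unlabeled Bim-BH3 peptide control; higher means more loss of mP so more displacement of Bim peptide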
# BCLXL inh: Bcl-xL (human) inhibition | GST-Bcl-xL / FITC-Bim BH3 peptide fluorescence polarization | inhibition, % at 10.9 µM | actives 0.7% (n = 320,000) | AID 2129;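 active = inhibition above the mean of all tested compounds plus 3 SD, cutoff set per campaign, cut at about 30% in these data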;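 note: 0% = DMSO wells and 100% = unlabeled Bim-BH3 peptide competitor; inhibitors lower millipolarization by displacing the labeled peptide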
# AGP1 TOR yeast: alters AGP1-GFP fluorescence in TOR pathway yeast screen; GFP response vs DMSO, % at 10 µM; actives 0.02% (n = 320,000); S. cerevisiae AGP1-GFP multiplex flow cytometry, 3 h; GFP as percent of DMSO wells;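 active = GFP response relative to DMSO above a set limit, near screen average plus 3 SD, cut at about 150% in these data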;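 note: median GFP channel fluorescence of the gated AGP1 strain per well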
# Fam108B counter: counter-screen for RBBP9 inhibitors: inhibitors of mouse Fam108B | recombinant Fam108B, FP-Rh probe fluorescence polarization | inhibition, % at 9.51 µM | actives 0.33% (n = 300,000) | AID 1947;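 active = inhibition above the screen mean inhibition plus 3 SD, computed separately per campaign, cut at about 18% in these data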;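 note: inhibitors lower polarization as less probe binds the enzyme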
# VLA-4 inh: inhibition in a human VLA-4 binding assay. actives 0.2% (n = 330,000). VLA-4 expressing cells, ligand binding flow cytometry. inhibition, % (about 7 µM as worked out from the volumes in the protocol). P13612. AID 2557; in the data active = inhibition above about 50%
# CIT2-GFP yeast: yeast TOR pathway CIT2-GFP modulation | S. cerevisiae CIT2-GFP strain, flow cytometry, 3 h; 100 means same as DMSO wells | GFP response vs DMSO, % at 10 µM | actives 0.065% (n = 320,000);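 active = GFP response relative to DMSO above a set limit, near the screen mean plus 3 SD, cut at about 150% in these data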;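 note: ratio of well median GFP fluorescence to mean of DMSO wells on the plate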
# MEX-5 binding: C. elegans MEX-5 TCR-2 RNA binding activity | Q9XUB2 | MEX-5/FITC-TCR2 RNA binding, fluorescence polarization; stronger effect = lower value | activity score (negative = inhibition of binding), % at 10 µM | actives 0.38% (n = 300,000);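 active = inhibition past about -25% in most replicates, and total fluorescence under double the plate's negative control median, limit read from the data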;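 note: 0% = DMSO and -100% = 5 µM competing unlabeled TCR2 RNA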
# Target sequence (Q9XUB2 whole entry, looked up): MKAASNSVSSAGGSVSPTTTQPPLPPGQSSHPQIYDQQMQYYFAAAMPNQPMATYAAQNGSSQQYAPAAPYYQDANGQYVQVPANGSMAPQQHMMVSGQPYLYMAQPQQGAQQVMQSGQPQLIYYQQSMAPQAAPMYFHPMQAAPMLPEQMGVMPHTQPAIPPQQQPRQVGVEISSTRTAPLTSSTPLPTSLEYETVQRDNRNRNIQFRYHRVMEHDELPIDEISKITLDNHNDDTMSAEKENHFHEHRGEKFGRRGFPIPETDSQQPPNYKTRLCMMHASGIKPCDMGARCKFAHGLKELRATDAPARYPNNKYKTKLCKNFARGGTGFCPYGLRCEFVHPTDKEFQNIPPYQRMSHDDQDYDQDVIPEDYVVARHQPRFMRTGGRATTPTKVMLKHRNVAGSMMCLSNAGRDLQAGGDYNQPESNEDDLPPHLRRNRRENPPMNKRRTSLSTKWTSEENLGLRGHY
# GLD-1 RNA inh: GLD-1-TGE RNA interaction inhibition (C. elegans); AID 2280; purified GLD-1 + fluorescein TGE RNA, fluorescence polarization; inhibition, % at 5.96 µM; actives 0.44% (n = 320,000);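 active = percent inhibition above a per-plate cutoff, the plate mean of test compounds plus 3 SD, cut at about 30% in these data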;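 note: 0% = DMSO wells with GLD-1 and probe and 100% = wells lacking GLD-1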
# Target sequence (Q17339 whole entry, looked up): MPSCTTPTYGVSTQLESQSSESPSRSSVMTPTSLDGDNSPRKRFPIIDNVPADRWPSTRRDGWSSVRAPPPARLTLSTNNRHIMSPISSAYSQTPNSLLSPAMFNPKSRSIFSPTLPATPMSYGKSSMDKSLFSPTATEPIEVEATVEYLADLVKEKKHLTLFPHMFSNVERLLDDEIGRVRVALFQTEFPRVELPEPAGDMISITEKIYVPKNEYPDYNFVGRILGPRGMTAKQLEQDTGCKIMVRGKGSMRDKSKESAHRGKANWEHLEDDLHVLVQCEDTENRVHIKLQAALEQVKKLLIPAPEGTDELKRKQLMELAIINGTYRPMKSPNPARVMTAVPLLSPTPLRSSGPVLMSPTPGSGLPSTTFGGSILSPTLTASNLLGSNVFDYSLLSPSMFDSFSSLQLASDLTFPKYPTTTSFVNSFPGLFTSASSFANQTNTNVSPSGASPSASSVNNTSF
# Starred values were filed as active, the others as inactive; . = not tested or not shown.
# Below each SMILES – GRK2 inh	MCL1 BIM primary	BCLXL inh	AGP1 TOR yeast	Fam108B counter	VLA-4 inh	CIT2-GFP yeast	MEX-5 binding	GLD-1 RNA inh
NC(=O)Cn1c(O)c(N=NC(=O)CNC(=O)/C=C/c2ccccc2)c2ccccc21
 : 0	6	2	106	-5	9	106	-1.2	3
O=C(COC(=O)CCC(=O)c1ccc(F)cc1)Nc1ccc(N2CCOCC2)cc1
 : 0	-7	-2	100	-4	13	100	-0.5	8
CC(=O)c1ccc(N2CCN(S(=O)(=O)c3cccc4nsnc34)CC2)cc1
 : 3	0	3	89	1	0	.	-0.4	3
CCN(c1ccccc1)S(=O)(=O)c1ccc(N2CCN(c3ccc(OC)cc3)CC2)nc1
 : 0	.	.	97	.	19	84	.	3
CCn1c(CNC(=O)c2ccco2)nnc1SCCOc1ccccc1
 : 0	-6	1	104	1	4	102	-0.3	-1
Cc1ccc(NC(=O)N/C=C/c2ccco2)c(C)c1
 : 0	-14	-4	107	-4	-93	107	2.1	-5
COc1ccc(CN(C(=O)c2ccco2)c2ccc(C)c(C)c2)cc1
 : 0	0	1	79	-6	11	68	-2.1	0
CCC(CC)c1nnc(NC(=O)c2c(-c3ccccc3)noc2C)s1
 : 2	9	3	103	0	15	101	0.0	-4
COc1cccc(-n2c(COc3ccc(C)cc3)nnc2SCC(N)=O)c1
 : 0	-10	-6	93	3	-1	91	-1.6	4
COC(=O)CNC(c1ccccc1)c1cc(Br)ccc1NC(=O)CNC(=O)OCc1ccccc1 (centres undefined)
 : 4	9	3	95	0	18	94	-0.7	2
COc1ccc2oc(C(=O)NC(C)c3ccccn3)c(C)c2c1 (centres undefined)
 : 0	.	.	106	.	3	109	.	7
O=C(NCC1OCCCN1S(=O)(=O)c1cc(F)ccc1F)C(=O)NC1CCCCCC1 (centres undefined)
 : 0	-8	2	95	0	-22	94	0.7	3
O=C(Nc1ccc(Br)cc1)c1ccc(N2C(=O)C3CCCCC3C2=O)cc1 (centres undefined)
 : 2	-1	-1	80	-1	14	86	1.5	4
COc1ccc(C2NC(=O)NC(O)(C(F)(F)F)C2C(=O)c2ccc(C)cc2)cc1 (centres undefined)
 : 3	4	2	93	0	11	98	-0.1	4
O=C(Nc1nc(-c2ccccc2)cs1)Nc1ccc(F)cc1F
 : 0	3	3	94	-7	14	102	0.9	-1
NC(=S)N/N=C/c1c(O)c(Br)cc2oc3c(c12)CCCC3
 : 0	5	2	101	2	1	98	1.0	7
COc1ccccc1-c1nnc(SCC(=O)Nc2ccc(S(N)(=O)=O)cc2)n1C
 : 1	-8	-2	93	-3	-1	101	-3.8	3
CCN(CC)P(=O)(Nc1ccc([N+](=O)[O-])cc1)c1c(C)nn(CCC#N)c1NC(=O)c1ccc(Cl)cc1Cl (centres undefined)
 : 0	2	3	106	0	-9	100	1.9	6
O=S(=O)(c1cc(Br)c(Cl)s1)N1CCCC1
 : 3	-2	-1	106	2	-6	92	2.6	0
Cc1ccccc1N=Nc1c(N)n[nH]c1N
 : 0	.	.	100	.	1	103	-6.9	.
COc1cccc(OCc2cc(C(=O)NCCN3CCCCC3CO)no2)c1 (centres undefined)
 : 0	-5	2	95	1	14	97	1.5	-4
CC(=O)Nc1ccc(N(C(=O)CNC(=O)c2cccs2)C(C(=O)NC(C)(C)C)c2ccccc2)cc1 (centres undefined)
 : 0	6	10	103	1	-13	90	-0.5	3
COc1ccc(N2C(=O)C3CCCN3C2c2cccc(OC)c2OC)cc1 (centres undefined)
 : 1	-3	4	99	-3	32	96	3.9	1
O=C(CNC(=O)c1ccccc1F)Nc1ccncc1
 : 0	1	4	118	0	10	106	-0.2	0
O=C(NCCc1csc(-c2cccnc2)n1)c1cccc(Cl)c1
 : 0	3	7	100	5	6	109	-0.7	7
CCn1cc(CN2CCN(CCc3ccccc3)C(CCO)C2)c(C)n1 (centres undefined)
 : 2	1	4	104	-2	21	106	3.3	1
O=C(c1ccccc1C(=O)N(c1ccccc1)c1ccccc1)N1CCCCC1
 : 4	3	1	105	-1	1	106	-0.8	5
CN=C(Nc1cccc(OC)c1)SC1CC(=O)N(c2ccc(C(=O)O)cc2)C1=O (centres undefined)
 : 1	6	5	106	3	11	94	-0.9	6
COc1ccc(S(=O)(=O)N2CCC(C(=O)N[C@@H](C)C(=O)NC3CC3)CC2)cc1
 : 2	-1	6	107	1	4	109	0.8	3
Cc1ccc(S(=O)(=O)Nc2ccccc2-c2ccccc2NS(=O)(=O)c2ccc(C)cc2)cc1
 : 6	-7	2	106	4	5	98	-3.4	9
CN(C(=O)COC(=O)c1cc(-c2ccccc2Cl)nc2ccccc12)C1CCS(=O)(=O)C1 (centres undefined)
 : 3	-11	0	99	-4	12	99	0.8	2
FC(F)Oc1ccc(NC(=S)NC23CC4CC(CC(C4)C2)C3)cc1
 : 0	9	3	101	-2	-4	98	0.4	-4
CN(C)c1nc(N2CCN(c3ccccc3)CC2)c(C#N)c(=O)o1
 : 0	5	3	107	0	-2	106	0.3	-2
Cc1cc(NS(=O)(=O)c2ccc(NC(=O)Nc3cccc(C(F)(F)F)c3)cc2)no1
 : 3	-1	5	102	-7	4	106	2.4	8
Cc1cccc(Cn2c(=O)n(-c3ccc(CC(=O)NCc4ccco4)cc3)c(=O)c3sccc32)c1
 : 0	6	-1	100	-7	4	100	-1.7	2
Cc1ccc(N2C(=O)C(F)(F)C2c2ccccc2)cc1 (centres undefined)
 : 3	-4	-1	103	-2	0	98	-2.1	-1
COc1ccc(C(=O)NNC(=O)C23CC4CC(CC(C4)C2)C3)c(OC)c1
 : 0	13	5	103	3	8	108	1.5	6
Cc1noc(C)c1COc1ccc(C(=O)N2CC(C)CC(C)C2)cc1 (centres undefined)
 : 0	6	7	99	.	6	96	.	5
C=C(C(=O)Oc1c(C(C)(C)C)cccc1C(C)(C)C)c1ccccc1
 : 2	3	3	99	.	0	97	.	1
CCOC(=O)C1CCN(S(=O)(=O)c2c(Cl)ccc3nonc23)CC1
 : 1	5	8	100	-5	8	81	-1.0	3
CCOC(=O)CN1C(=O)CN(c2ccc(C)c(C)c2)C1=O
 : 2	8	5	97	2	-5	97	-1.5	-2
COCCOC(=O)c1c(C)oc2ccc(OCc3cc(C(=O)OC)oc3C)cc12
 : 1	3	9	104	2	5	101	0.1	-2
CC(C)Cn1c(N)c(C(=O)COC(=O)c2cc(F)cc(F)c2)c(=O)n(C)c1=O
 : 2	9	8	98	-1	25	96	-1.0	-5
O=C(CNc1ccc(Oc2ccccc2)cc1)N1CCOCC1
 : 3	-15	-6	99	1	-11	100	-1.1	-5
CC(=O)c1cccc(OCC(=O)Nc2cc(Cl)ccc2-n2cncn2)c1
 : 0	-4	3	89	2	3	84	2.2	7
Cc1nc2c(-c3ccc(F)cc3)c(C)nn2c(C)c1CCC(=O)NCCN1CCOCC1
 : 0	2	5	105	2	-9	105	-0.8	7
COc1ccc2[nH]c(=O)c(CN(C(=O)c3cccnc3)c3cccc(C)c3)cc2c1
 : 0	1	2	100	-3	4	91	0.9	2
O=C(Nc1cccc2ccccc12)c1ccccc1
 : 0	0	-2	107	-1	9	108	-2.0	3
S=c1nc[nH]c2c1sc1nc(-c3ccccc3)c3c(c12)CCCC3
 : 8	22	8	98	8	1	91	-3.5	-2
CCCC(c1nnnn1C(C)(C)C)N1CCN(Cc2ccccc2OC)CC1 (centres undefined)
 : 0	8	3	107	1	-14	117	0.1	-1

# In the list so far, these contain a cyano group:
# Below each SMILES – GRK2 inh	MCL1 BIM primary	BCLXL inh	AGP1 TOR yeast	Fam108B counter	VLA-4 inh	CIT2-GFP yeast	MEX-5 binding	GLD-1 RNA inh
CCN(CC)P(=O)(Nc1ccc([N+](=O)[O-])cc1)c1c(C)nn(CCC#N)c1NC(=O)c1ccc(Cl)cc1Cl (centres undefined)
 : 0	2	3	106	0	-9	100	1.9	6
CN(C)c1nc(N2CCN(c3ccccc3)CC2)c(C#N)c(=O)o1
 : 0	5	3	107	0	-2	106	0.3	-2

# Following part
# Below each SMILES – GRK2 inh	MCL1 BIM primary	BCLXL inh	AGP1 TOR yeast	Fam108B counter	VLA-4 inh	CIT2-GFP yeast	MEX-5 binding	GLD-1 RNA inh
Cc1c2c(nc3c(C)cccc13)OC(C)C2 (centres undefined)
 : 2	2	-2	99	2	4	84	2.8	1
CNS(=O)(=O)c1cccc(C(=O)NCC2(N3CCCCC3)CCCCC2)c1
 : 7	-2	-1	107	1	1	103	-0.4	0
c1ccc(-c2cc(N3CCCCCC3)n[nH]2)cc1
 : 0	10	9	86	1	9	81	1.9	2
COC(=O)CSC1=C(C#N)C(=O)NC2(CCCCC2)S1
 : 2	3	3	96	-3	14	91	2.1	3
CCOc1ccc(NC(=O)c2csc3c2CCCC3)cc1
 : 2	3	3	94	-1	-17	81	-2.3	5
Cc1cccc(C(=O)NCc2nnc(SCC(=O)Nc3nncs3)n2C)c1
 : 3	-4	2	97	-1	5	99	1.3	-8
c1ccc2c(c1)nc(-c1ccncc1)n1nnnc21
 : 0	8	5	95	-4	2	.	-3.6	-1
C(=C\c1ccccc1)/CN1CCN(C(c2ccccc2)c2ccccc2)CC1
 : 0	-4	0	88	0	-4	119	0.4	1
COc1cc(-c2nc3ccccn3c2NCC2CCCO2)ccc1O (centres undefined)
 : 2	2	6	111	-2	-2	116	-3.2	0
COc1ccc(C(=O)NCC(=O)OCn2nnc3ccccc3c2=O)cc1OC
 : 0	6	2	96	2	9	85	1.6	0
CN(N)c1nc2ccccc2nc1C(F)(F)F
 : 2	4	7	103	2	-23	110	2.7	-7
CC(C)CN(C(=O)COC(=O)CSc1ccccc1)c1c(N)n(Cc2ccccc2)c(=O)[nH]c1=O
 : 0	-4	-3	107	-3	-2	98	-2.1	-4
Cc1noc(C)c1COC(=O)CCCc1nc2ccccc2s1
 : 1	6	9	92	2	-30	87	-0.8	-1
C#CCNC(=O)C1=C[C@H](c2ccc(C(F)(F)F)cc2)[C@@H](CCCO)[C@H](OCC)O1
 : .	11	6	.	5	.	.	-1.0	-1
CCn1c(SCC#N)nc2c(c1=O)C1(CCCC1)Cc1ccccc1-2
 : 3	4	10	107	-3	-2	108	0.6	0
CCO[C@@H]1OC(C(=O)N2CCOCC2)=C[C@H](C(C)(C)C)[C@H]1CCCO
 : .	1	3	.	1	.	.	0.3	7
CCOC(=O)c1ccc(NC(=O)C2C3C=CC(C3)C2C(=O)O)cc1 (centres undefined)
 : 1	0	2	96	-5	19	101	1.7	-1
O=C(CSc1nc2ccccc2c(=O)[nH]1)c1ccc(O)c(O)c1
 : 3	48*	5	111	4	-13	104	-10	-2
CC1=C(C(=O)Nc2ccccc2)C(c2ccccn2)n2ncnc2N1 (centres undefined)
 : 1	5	5	98	4	1	101	-1.0	-2
CN(c1c(C#N)c(C(F)(F)F)nn1C)N(S(C)(=O)=O)S(C)(=O)=O
 : 1	-4	3	107	-3	7	104	-0.4	2
CC(C)CNS(=O)(=O)c1ccc(C(=O)Nc2ccc3c(c2)OCCO3)cc1
 : 0	-3	2	99	2	1	97	-0.2	7
COc1ccc(OC)c(/C=N/NC(=O)C(O)c2ccccc2)c1 (centres undefined)
 : 0	-6	2	107	1	3	107	-0.3	-4
Cc1ccc(C)c(N2CCN(C(=O)COc3cc(=O)n(C)c4ccccc34)CC2)c1
 : 5	-3	0	99	3	15	95	0.8	0
CCOC(=O)c1c(-c2ccccc2)oc2ccc(O)cc12
 : 0	3	4	82	-4	3	101	-0.1	-1
Cc1ccc2nc(-c3cccnc3)cc(C(=O)N3CCN(c4ccc([N+](=O)[O-])cc4)CC3)c2c1
 : 0	-4	2	102	-5	-14	98	0.6	7
